p53 reactivation: re-activators of mutant p53; 320,000 compounds, 0.063% hits; H1299 p53-A138V BP100-luciferase reporter, luminescence, 24 h; Potency, µM (series often up to 92.2 µM), inactives show top-dose activity change, positive = activation, hits mostly activators; AID 504706; also: % of control where 0% means no effect; nearly all actives have a fitted effect of over 45% in size
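H1299 (p53-null), stable ts p53-A138V + BP100-Luc; 1000 cells/well, Opti-MEM/10% FBS; cpd 4 pt, 1:5; 24 h, 37 deg C, 5% CO2; detection reagent 10 min RT; luminescence.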
uPA generation: blocks generation of uPA at the cell surface | cell surface uPA generation assay, qHTS | Potency, µM (doses to about 38.3 µM), inactives show top-dose activity change, negative = inhibition, actives largely listed as inhibitors | 330,000 compounds, 0.31% hits | AID 540303; active = well fitted inhibition curve with a large enough effect; inconclusive = small, poorly fitted or top-dose-only effect; inactive = no such curve, though single readings can be large or run the other way; tested in mouse RAW 264.7 cells; also: % is scaled to controls: 0 for no effect and ±100 for the full control effect; nearly all actives have a fitted effect of over 55% in size
MBNL1 CUG block: blocks human MBNL1 binding to CUG repeat RNA; Q9NR56; TR-FRET MBNL1-His/biotin-(CUG)12 binding, 665/545 ratio; Potency, µM (series often up to 57.5 µM), inactives show at the top dose activity change, negative = inhibition, actives largely listed as inhibitors; 280,000 compounds, 0.036% hits; active = well fitted inhibition curve with a large enough effect in the signal ratio, with a control signal flat, not every such curve was filed as active; inconclusive = small, poorly fitted or top-dose-only effect, or effect the other way, or a change in a side signal; inactive = no such curve, though single readings can be large or run the other way; the % refers to the signal ratio; also: % is scaled to controls: 0 for no effect and ±100 for the full control effect
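Ratiometric TR-FRET (665 over 545 nm, excitation 340 nm) tracks disruption of MBNL1-His/biotin-(CUG)12 complex after 60 min at room temperature, with compounds at 92 nM to 58 uM final.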
Rab9 prom act: Rab9 promoter activation | Huh7 Rab9 promoter-luciferase reporter, luminescence, 24 h | Potency, µM (highest dose often 9.22 µM), for the others: top-dose activation, negative = inhibition, actives largely listed as activators | 320,000 compounds, 2.8% hits | AID 485297; also: % of control where 0% means no effect; nearly all actives have a fitted effect of over 60% in size
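Huh7 cells stably carrying a Rab9 promoter-luciferase reporter, 1500 cells per well in OP-MEM I with 10% FBS, treated with compound 24 hours at 37C. Luciferase activity read by luminescence after 10 minutes with Amplite reagent.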
FLuc counter: inhibits or activates purified firefly luciferase, miR-21 counter-screen; 360,000 compounds, 6.9% hits; purified FLuc, Km substrates, luminescence inhibition; Potency, µM (titrated, usually from 57.5 µM), for the others: top-dose activity change, negative = inhibition, actives largely listed as inhibitors; P08659;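 also: plate controls were vehicle for no effect and reference inhibitor for full effect; nearly all actives have a fitted effect of over 55% in size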
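Biochemical qHTS of compounds, final roughly 60 µM downward over six points, against 10 nM purified firefly luciferase using Km concentrations of substrates (10 uM D-luciferin, 10 uM ATP) in Tris acetate pH 7.5 buffer; luminescence output.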
NPC1 promoter act: activates the NPC1 promoter | Huh7 NPC1 promoter luciferase reporter, 24 h | Potency, µM (top dose mostly 9.22 µM), for inactives: at the highest dose activation, hits mostly activators | 320,000 compounds, 2.4% hits | AID 485313;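 also: % of control where 0% means no effect; nearly all actives have a fitted effect of over 60% in size; reporter is driven by a mutant NPC1 promoter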
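Quantitative HTS used a cell-based reporter: Huh7 cells stably bearing the NPC1 promoter upstream of luciferase were treated with compounds for 24 h, and promoter activation was read as luminescence.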
ELG1 genotoxic: inducers of genotoxicity in HEK293T ELG1-luciferase cells; AID 504466; Potency, µM (doses to about 46 µM), for inactives: at the top dose activity change, positive = activation, actives largely listed as activators; HEK293T ELG1-luciferase reporter, luminescence, 16 h; 330,000 compounds, 1.3% hits; also: % of control where 0% means no effect; nearly all actives have a fitted effect of over 60% in size
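16 hr compound incubation (37 °C, 5% CO2) of HEK293T cells carrying luciferase-tagged ELG1; luciferase then measured by ONE-Glo luminescence after 30 min at RT.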
Gal4-VP16 FLuc: counter-screen for ROR gamma inhibitors: Gal4-VP16 reporter. Potency, µM (top dose mostly 53.6 µM), for the others: at the highest dose activity, negative = inhibition, actives largely listed as inhibitors. AID 2546. 310,000 compounds, 3.5% hits. Drosophila S2 Gal4-VP16 UAS-luciferase, luminescence, 20 h;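 also: Gal4-VP16 expression switched on by copper sulfate through the metallothionein promoter; % is scaled to controls: 0 for no effect and ±100 for the full control effect; nearly all actives have a fitted effect of over 50% in size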
RORg inh: ROR gamma (mouse) transcription inhibition; Drosophila S2 Gal4-RORgamma UAS-luciferase reporter, 20 h; Potency, µM (titrated, usually from 53.6 µM), for the others: top-dose activity change, negative = inhibition, usual class: inhibitors; 310,000 compounds, 5.4% hits; AID 2551; also: % is scaled to controls: 0 for no effect and ±100 for the full control effect; nearly all actives have a fitted effect of over 60% in size
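Stably transfected Drosophila Schneider cells are the test system, with ROR gamma fused to Gal4 and luciferase under UAS control; luminescence is read after 20 hr of 700 uM copper sulfate induction at ambient temperature.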
CXXC DNA block: inhibitors of human MLL CXXC domain-DNA interaction. Q03164. 290,000 compounds, 0.037% hits. MLL-CXXC / FITC-HOXA9 DNA fluorescence polarization. Potency, µM (series often up to 115 µM), for the others: top-dose activity change, negative = inhibition, hits mostly inhibitors; active = well fitted inhibition curve with a large enough effect in the polarisation, with a control signal flat, not every such curve was filed as active; inconclusive = small, poorly fitted or top-dose-only effect, or effect the other way, or a change in a side signal; inactive = no such curve, though single readings can be large or run the other way; the % refers to the polarisation
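Fluorescence polarization: 7 uM MLL-CXXC (stock) preincubated 5 min with compounds, then 50 nM fluorescein-HOX-A9 DNA (stock) added; 30 min ambient. Buffer 50 mM Tris-HCl pH 7.5, 50 mM NaCl, 1 mM DTT, 0.05% BSA.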
BRCA1 expr up: BRCA1 expression activation | MCF7-BRCA1-FFLuc reporter, luminescence, 48 h; response scale: scaled: vehicle 0%, 10 µM genistein 100% | Potency, µM (series often up to 46.1 µM), without a hit: top-dose activation, hits mostly activators | 380,000 compounds, 1.1% hits | AID 624202; also: nearly all actives have a fitted effect of over 80% in size; some results filed as inactive show a strong effect at the top dose
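MCF7-BRCA1-FFLuc, 2000 cells/well; 2 h attach, 37 °C/5% CO2; compound 48 h; luciferase substrate 15 min; luminescence end-point. Norm. to genistein 10 microM max activation and DMSO; concentration-response curves fitted.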
Starred values were filed as active, the others as inactive; ? = inconclusive; · = no result given; [ ] = dose if it differs, or a comment. Unless noted, calls follow the shape of the dose curve; as a rule, active = well fitted curve in the direction sought with a large enough effect; inconclusive = small, poorly fitted or top-dose-only effect, or another doubt; inactive = no such curve, though single readings can be large; an effect the other way counts as inactive or inconclusive. Potency is read from the fitted curve at half-maximal effect.

Results follow in this order: Rab9 prom act	MBNL1 CUG block	Gal4-VP16 FLuc	BRCA1 expr up	FLuc counter	NPC1 promoter act	RORg inh	CXXC DNA block	uPA generation	p53 reactivation	ELG1 genotoxic
- CC(C)(C)NC(=S)NC1CC1
 : 0%	·	?	-6%	-1%	-2%	13µM*	6%	-4%	12%	2%
- Cc1ccc(NC(=O)c2oc3ccccc3c2C)nc1
 : 3.2µM*	16%	-4%	34%	12µM*	3.5µM*	-26%	?	-12%	-2%	?
- O=C(Nc1cc(-c2ccccc2)cs1)c1ccco1
 : 3.5µM*	·	·	?	7.6µM*	?	·	·	-2%	7%	16µM*
- Cc1nn2c(N3CCN(C(=O)c4ccco4)CC3)cc(C(C)(C)C)nc2c1-c1ccc(Cl)cc1
 : -2%	-1%	-6%	·	6%	-6%	10%	3%	·	5%	-1%
- COc1ccc(C(=O)NCCS(=O)(=O)N(C)C2CCCCC2)cc1
 : 2%	·	·	-16%	5%	-5%	·	·	2%	13%	11%
- CC(C)(C)c1nnc(N/N=C/c2ccccc2)n(N)c1=O
 : -4%	1%	5.6µM*	58%	?	-2%	4µM*	3%	4%	14%	0%
- Cc1cc(C(=O)CSc2nc(N)cc(N)n2)c(C)n1-c1cccc(C(F)(F)F)c1
 : -5%	-5%	-5%	-25%	1%	-1%	?	5%	4%	1%	-1%
- NC(=O)C1CCN(S(=O)(=O)c2cccc(C(=O)O)c2)CC1
 : -15%	-4%	4%	12%	-1%	-4%	-9%	-1%	-2%	4%	0%
- CC(OC(=O)C1=COCCO1)C(=O)NC1CCCCC1C (stereo not given)
 : -1%	·	·	-1%	0%	-1%	·	·	0%	0%	0%
- COc1ccccc1C(=O)COC(=O)Cn1nc(C)c([N+](=O)[O-])c1C
 : -4%	·	·	-13%	2%	0%	·	·	22%	0%	-2%
- CN(C)c1ccc(NC(=O)Nc2csc3ccccc23)cc1
 : ?	-1%	0%	76%	2.7µM*	30%	0%	-5%	-6%	17%	?
- CC(C)N1C(=O)C(=O)N(CC(=O)N(C)c2ccccc2)C1=O
 : 4%	·	·	0%	·	-9%	·	·	21%	8%	3%
- Cc1nc2ccccn2c1C(=O)Nc1ccc(Cl)cc1
 : ?	-7%	?	48%	24µM*	?	-3%	?	3%	21%	?
- COCCCNC(=S)Nc1c(C)cc(C)cc1C
 : 1%	-5%	?	-12%	2%	-2%	11µM*	-8%	-1%	4%	-2%
- Cc1ccc(C)n1-c1ccc(C(=O)NN=C2CCCC2)cc1
 : 2%	-3%	29%	-9%	2%	-4%	-9%	3%	-1%	0%	5%
- O=C(NCCc1c[nH]c2ccccc12)C(=O)NCC(c1ccco1)N1CCN(c2ccccc2)CC1 (stereo not given)
 : -5%	·	-4%	-43%	-1%	-7%	27%	0%	1%	4%	-1%
- O=C1C2C3C=CC(C4CC34)C2C(=O)N1/N=C/c1ccc(-c2ccc(Cl)cc2[N+](=O)[O-])o1 (stereo not given)
 : -4%	?	0%	-14%	-18%	0%	26%	-12%	-10%	6%	-6%
- Cc1ccc(-c2nnc(CSc3nc4cc5c(cc4cc3C)OCO5)o2)cc1
 : 1%	-5%	-11%	-42%	2%	2%	-20%	-6%	-4%	-1%	0%
- Cc1cccc(CSCCNC(=O)CSCc2ccc([N+](=O)[O-])cc2)c1
 : 1%	-13%	-6%	-5%	3%	1%	38%	3%	8%	0%	-4%
- CN(C)c1ccc(NC(=O)Cn2ncn3c(cc4ccccc43)c2=O)cc1
 : 3%	17%	-2%	-1%	-6%	1%	-5%	3%	7%	-8%	1%
- COc1ccc(/C=C/C(=O)C23CC4CC(CC(C4)C2)C3)cc1CN1CCOCC1
 : -2%	2%	-5%	-69%	7%	0%	0%	5%	-13%	1%	-10%
- COc1ccc(CNC(=O)CCCn2nc(C)n3ccnc3c2=O)cc1
 : 0%	4%	1%	2%	3%	-1%	-1%	·	10%	10%	0%
- O=C(c1cccnc1)N1CCN(CCCc2ccccc2)CC1
 : 8%	-7%	-10%	1%	4%	-4%	1%	1%	4%	4%	2%
- CC(=O)Nc1ccc(S(=O)(=O)N(C#N)c2nc(C)cc(C)n2)cc1
 : -7%	-6%	3%	-7%	-15%	-4%	-12%	-9%	10%	-4%	2%
- CN(C(=O)COC(=O)c1ccccc1SCC(=O)N1CCCC1)c1ccccc1
 : 10%	-13%	4%	-10%	0%	-3%	-2%	?	13%	-13%	-8%
- CCOC(=O)CSc1nnc(CSc2nc3ccccc3c(=O)[nH]2)n1-c1ccccc1
 : 8%	-2%	-3%	-19%	8%	0%	-7%	3%	-9%	-6%	-5%
- Cc1ccc(-c2nc(Nc3ccc(N4CCOCC4)cc3)c3ccccc3n2)cc1
 : -3%	8%	24%	-98%	24µM*	0%	33%	-4%	-3%	2%	-7%
- CC(C)c1nnc(NC(=O)CCC(=O)NCc2cccs2)s1
 : -2%	4%	-3%	2%	1%	2%	-2%	14%	3%	-1%	0%
- COc1ccccc1C(=O)NNC(=O)c1cccc(Br)c1
 : ?	-5%	-9%	52%	12µM*	2.8µM*	?	-6%	-31%	·	?
- CCC1(C)NC(=O)N(CC(=O)c2cc(C)n(C3CC3)c2C)C1=O (stereo not given)
 : 18%	·	·	0%	0%	4%	·	·	2%	8%	-2%
- O=C(CSc1ccccn1)N1CCN(c2ccccc2)CC1
 : 26%	0%	2%	56%	-5%	1%	15%	-1%	·	-1%	5%
- CC(=O)c1sc(=S)n(Cc2ccccc2)c1C
 : -4%	28%	4%	0%	-1%	-3%	-27%	9%	-13%	-3%	-1%
- Cc1ccc(C(=O)N2CCN(c3ccc(NC(=O)c4ccc(Br)o4)cc3)CC2)cc1
 : -2%	-2%	-20%	-42%	2%	-5%	13%	0%	-11%	-3%	-26%
- NC(=O)CSc1nc2ccccc2c(=O)n1Cc1ccccc1
 : 0%	2%	-8%	1%	2%	-2%	0%	-4%	-14%	5%	1%
- CCOC(=O)c1ccc(N=Nc2c(C)[nH]n(-c3ccccc3)c2=O)cc1
 : 20%	5%	-14%	-16%	?	11%	23%	4%	13%	·	2%
- CCC(CO)NS(=O)(=O)c1cc(-c2nn(C)c(=O)c3ccccc23)ccc1C (stereo not given)
 : -13%	-1%	5%	-30%	-3%	-6%	-20%	-7%	-2%	-4%	6%
- CC(C)Oc1ccc(C(=O)N2CCN(C(=O)c3ccco3)CC2)cc1
 : 1%	-1%	1%	-17%	2%	5%	7%	-8%	7%	11%	2%
- O=C(Cn1cnc2cc([N+](=O)[O-])ccc2c1=O)NC(=O)NCc1ccccc1
 : 5%	?	-2%	-22%	1%	3%	1%	-15%	-3%	-3%	1%
- O=C(Cc1csc(-c2ccc(F)cc2)n1)Nc1cccc(S(=O)(=O)NC2=NCCC2)c1
 : -2%	·	·	14%	?	0%	·	·	-1%	-14%	-1%
- O=C(NCCCN1CCCC1=O)c1ccc(OCc2ccccc2)cc1
 : 0%	-3%	20%	24%	-12%	1%	25%	16%	-3%	5%	13%
- CCc1nnc(NS(=O)(=O)c2ccc(N/C=C/C(=O)c3ccc(OC)cc3)cc2)s1
 : -2%	12%	-10%	51%	21µM*	7%	21%	-8%	-1%	25%	?
- CCN(CC)S(=O)(=O)c1cccc(NC2=NCCCCC2)c1
 : -3%	-2%	6%	-2%	-1%	1%	?	2%	-2%	1%	0%
- Cc1ccc(S(=O)(=O)N2CCCCC2)cc1C(=O)Nc1ccc(S(=O)(=O)Nc2ncccn2)cc1
 : -2%	·	7%	25%	2%	-1%	44%	-1%	7%	1%	-1%
- c1ccc(-c2nnc3n2N=C(c2ccc4c(c2)OCO4)CS3)nc1
 : 0%	12%	2%	-9%	1%	1%	11%	20%	1%	-4%	1%
- Cc1nn(Cc2ccccc2)c(C)c1NC(=O)c1noc2c1CCc1ccccc1-2
 : -6%	13%	?	-25%	-2%	-5%	9%	-3%	-5%	0%	-19%
- CCOC(=O)c1cc(-c2ccccc2C)nn1CC1CC(c2ccc(OC)cc2)=NO1 (stereo not given)
 : -2%	·	·	-3%	-5%	-3%	·	·	11%	-1%	-4%
- O=C(CC(=O)c1ccccc1)Nc1cccnc1
 : -1%	·	-4%	41%	?	23%	-4%[10 µM]	6%	1%	?	6%
- Oc1ccc(-c2nccc(-c3ccc(Cl)cc3Cl)n2)cc1
 : -6%	8%	14%	0%	1%	-1%	-19%	5%	2%	5%	4%
- Cc1ccc(N2C(=O)N(CC(=O)Nc3ccccc3C)C(=O)C2C)cc1 (stereo not given)
 : 2%	-5%	17%	34%	-14%	2%	35%	6%	-5%	7%	11%

Bioassay records: PubChem BioAssay, National Center for Advancing Translational Sciences (NCATS)

The list is partial, so the mix of outcomes need not match the whole.
